NSD2 inh = NSD2 histone methyltransferase inhibitors, primary screen, biochemical, AlphaScreen, single concentration, set 2; Histone-lysine N-methyltransferase NSD2 (Homo sapiens), O96028; NSD2 peptide methylation, 120 min; inhibition, % at 12.5 µM; 0.54% of 310,000 active; in the data active = inhibition above about 50%
Rtt109 Vps75 = inhibitors of C. albicans Rtt109/Vps75 HAT, primary screen, biochemical, ThioGlo CoA-SH fluorescence, plate reader | purified Rtt109/Vps75, 4 h | Histone acetyltransferase RTT109 (Candida albicans (strain SC5314 / ATCC MYA-2876)), … | inhibition, % at 34.9 µM | 0.16% of 330,000 active;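 active = inhibition of at least 50% in every replicate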
cardiac RTF act = cardiac RTF calcium sensitivity activators, primary screen, biochemical, IANBD-TnC fluorescence, EC20 calcium | IANBD-labeled TnC RTF fluorescence at EC20 calcium; 0% EC20 calcium, 100% full calcium | Troponin I, cardiac muscle (Homo sapiens) + Troponin T, cardiac muscle (Homo sapiens) + … | 0.24% of 340,000 active | activation, % at 7.2 µM;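 active = activation above the mean over all tested compounds plus 3 SD, cut at about 30% in these data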;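 note: rise in fluorescence read as greater calcium sensitivity of cardiac thin filaments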
dFosB act = activators of delta FosB homodimer, primary screen, biochemical, fluorescence polarization, TAMRA-CDK5 oligo, single point | 0.99% of 340,000 active | AID 493131, 2011 | activation, % at 25 µM | purified delta FosB; percent of positive-control signal above neutral wells;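 active = mean activation above about 17%, with every replicate also reaching it, limit read from the data, passing the limit was not always enough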;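 note: fluorescence polarization rise as delta FosB binds a TAMRA Cdk5 AP-1 oligo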
Target sequence (P13346 whole entry, looked up): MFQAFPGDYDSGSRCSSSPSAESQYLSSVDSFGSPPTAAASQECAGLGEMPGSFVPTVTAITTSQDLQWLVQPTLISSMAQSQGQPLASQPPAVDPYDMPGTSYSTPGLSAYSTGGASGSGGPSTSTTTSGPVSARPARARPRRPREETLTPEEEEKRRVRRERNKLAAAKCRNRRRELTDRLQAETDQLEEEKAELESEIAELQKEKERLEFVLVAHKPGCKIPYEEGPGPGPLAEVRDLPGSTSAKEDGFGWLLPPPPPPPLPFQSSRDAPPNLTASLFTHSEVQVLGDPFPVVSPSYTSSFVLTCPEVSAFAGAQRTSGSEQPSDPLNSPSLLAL
PfHsp90 set2 = growth inhibition of PfHsp90-expressing yeast, primary screen, antimalarial PfHsp90 inhibitor project, S. cerevisiae, BacTiter-Glo luminescence, single point, set 2; inhibition, % at 9.4 µM; BacTiter-Glo ATP, 48 h; yeast lacking PDR1 and PDR3 efflux regulators; AID 504621, 2011; 0.32% of 310,000 active;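 active = every replicate shows inhibition above about 80%, whatever the replicate mean, limit read from the data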;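 note: 0% = DMSO neutral controls and 100% = 20 µM radicicol positive controls; yeast relying on Plasmodium falciparum Hsp90 in place of its own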
LANA DNA inh = inhibitors of KSHV C-LANA binding to DNA, primary screen, biochemical, fluorescence polarization, FAM-LBS DNA, MBP-C-LANA, single point | Kaposi's sarcoma herpesvirus LANA C-terminal domain (residues 932-1162) DNA binding | inhibition, % at 9 µM | 0.078% of 340,000 active;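 active = highest replicate inhibition at or above 60% at 9 µM, even if other replicates fall short; inactive = all replicates below 60% inhibition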;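 note: 0% = neutral control wells and 100% = 4 µM acridine orange control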
RTF Ca sens inh = cardiac RTF calcium sensitivity inhibitors, primary screen, biochemical, IANBD-TnC fluorescence, EC70 calcium; 0.12% of 340,000 active; Troponin I, cardiac muscle (Homo sapiens) + Troponin T, cardiac muscle (Homo sapiens) + …; inhibition, % at 7.15 µM; IANBD-labeled cardiac RTF, Ca2+ fluorescence;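 active = inhibition above the mean inhibition of all tested compounds plus 3 SD, cut at about 17% in these data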;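 note: assay run at fixed EC70 calcium of 1.6 mM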
Keap1 Nrf2 FP = Keap1-Nrf2 protein-protein interaction inhibitors, primary screen, biochemical, fluorescence polarization, single point; Kelch-like ECH-associated protein 1 (Homo sapiens), Q14145; Keap1 Kelch-Nrf2 peptide fluorescence polarization, 1536-well; inhibition, % at 9.4 µM; 0.15% of 340,000 active; in the data active = inhibition above about 12%;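 note: human Keap1 Kelch domain with fluorescein labeled Nrf2 9mer peptide probe; 0% = neutral control wells and 100% = peptide positive control; higher means more block of Keap1 binding to Nrf2 peptide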
Target sequence (Q14145 whole entry, looked up, the tested form may be a part): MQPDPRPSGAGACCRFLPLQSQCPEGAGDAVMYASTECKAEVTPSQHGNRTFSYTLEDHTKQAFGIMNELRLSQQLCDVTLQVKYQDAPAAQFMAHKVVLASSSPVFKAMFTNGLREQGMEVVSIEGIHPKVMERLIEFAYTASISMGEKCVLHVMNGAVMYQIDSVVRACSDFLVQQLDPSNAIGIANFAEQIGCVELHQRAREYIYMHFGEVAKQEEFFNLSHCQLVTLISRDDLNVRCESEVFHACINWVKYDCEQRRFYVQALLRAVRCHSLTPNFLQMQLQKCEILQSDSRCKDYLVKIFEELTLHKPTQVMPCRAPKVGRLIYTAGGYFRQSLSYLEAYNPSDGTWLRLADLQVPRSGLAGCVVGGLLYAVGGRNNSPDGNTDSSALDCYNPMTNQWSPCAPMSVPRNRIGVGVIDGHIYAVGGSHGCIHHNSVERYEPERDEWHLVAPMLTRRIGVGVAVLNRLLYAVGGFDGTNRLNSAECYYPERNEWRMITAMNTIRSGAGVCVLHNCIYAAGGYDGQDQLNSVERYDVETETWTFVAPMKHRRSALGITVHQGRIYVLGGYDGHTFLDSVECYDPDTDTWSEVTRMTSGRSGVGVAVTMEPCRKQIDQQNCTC
PvdQ inh = P. aeruginosa PvdQ acylase inhibitors, primary screen, biochemical, fluorescence, plate reader and imaging, single point. inhibition, % at 10 µM. purified PvdQ acylase. 0.063% of 340,000 active. AID 488965, 2010; in the data active = inhibition above about 30%, passing the limit was not always enough;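 note: 0% = vehicle neutral wells and 100% = reference inhibitor wells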
SUMO Mot1 rescue = yeast Mot1-301 growth rescue at high temperature, primary screen, SUMOylation pathway inhibitor project, S. cerevisiae, ATP luminescence, 38.5C; S. cerevisiae Mot1-301 growth rescue; percent above DMSO median, 100 means doubled; growth rescue, % at 18.8 µM; 1% of 320,000 active;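 active = every valid replicate shows activation above 250% relative to neutral control wells; inactive = the rest, any valid replicate at or below 250%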;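 note: OY570 slx delta 5 strain wells were the positive control but not used for scaling; some compounds called inactive have numbers as strong as hits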
CDK5 inh = inhibitors of human CDK5/p35 kinase, primary screen, biochemical, single concentration | Cyclin-dependent kinase 5 (Homo sapiens) + Cyclin-dependent kinase 5 activator 1 (Homo … | Recombinant CDK5/p35, ADP-Glo luminescence, 60 min | inhibition, % at 10 µM | 0.01% of 330,000 active;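 active = highest replicate inhibition of at least 50% and at least 75% of replicates reaching 50%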;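 note: plate controls were DMSO neutral control for no effect and GW8510 at 10 µM for full effect; many of its hits are not listed in these tables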
* marks the source's active call; other numbers are inactive results; / = no result given.

| # | mol | NSD2 inh | Rtt109 Vps75 | cardiac RTF act | dFosB act | PfHsp90 set2 | LANA DNA inh | RTF Ca sens inh | Keap1 Nrf2 FP | PvdQ inh | SUMO Mot1 rescue | CDK5 inh |
| --- | --- | --- | --- | --- | --- | --- | --- | --- | --- | --- | --- | --- |
| 1 | Cc1cc(OCc2nnc(SC(C)C(=O)O)n2Cc2ccccc2)ccc1Cl (stereo not given) | -3 | -13 | / | -2 | -8 | -0.2 | / | 0 | -13 | / | 0.6 |
| 2 | Nc1nonc1-n1nnc(C(=O)N/N=C/c2ccc(Br)cc2)c1CN1CCOCC1 | -1 | -1 | -1 | -6 | -6 | -0.8 | -1 | 0 | -5 | -4 | -0.2 |
| 3 | Cn1c(N)c(C(=O)COC(=O)c2ccccc2C(=O)c2ccccc2)c(=O)n(C)c1=O | 0 | 3 | -2 | -7 | -13 | 0.2 | -1 | -7 | -6 | -23 | 0.7 |
| 4 | CCOC(=O)C1(Cc2ccccc2C)CCCN(C(=O)c2ccc(CSC)o2)C1 (stereo not given) | 8 | 8 | 1 | 0 | 12 | -2.7 | -3 | -2 | 1 | -3 | -0.7 |
| 5 | CC(Sc1ncnc2c1cnn2-c1ccccc1)C(=O)Nc1ccc(N2CCOCC2)cc1 (stereo not given) | 36 | 19 | 0 | 5 | 23 | -2.1 | -5 | 1 | 10 | -17 | -0.5 |
| 6 | Cc1c(C(c2cc3c(cc2Br)OCO3)c2c(C)n(C)n(-c3ccccc3)c2=O)c(=O)n(-c2ccccc2)n1C | 0 | 12 | 1 | -3 | 23 | -0.3 | 2 | -4 | -10 | 46 | -0.9 |
| 7 | O=S1(=O)CCOC[C@H](c2ccccc2)N1Cc1cccc(Cl)c1 | / | 6 | -5 | -1 | -4 | -1.3 | -2 | 2 | 43* | -9 | -0.6 |
| 8 | N#CCCN(C(=O)CSc1ccc2c(c1)OCCO2)c1ccc(F)cc1 | 3 | -1 | -3 | 0 | 9 | -0.8 | 6 | -8 | 2 | 160 | 0.3 |
| 9 | Cc1sc2nc(SCC(=O)NCCOCCO)nc(N)c2c1C | -1 | -2 | 2 | 1 | 11 | 0.8 | -1 | 3 | -4 | 325 | 0.5 |
| 10 | O=C(Oc1ccc2c(c1)OCC2=O)c1ccc(Cl)cc1 | 1 | 3 | -5 | 4 | -4 | 0.1 | 2 | -2 | -5 | -15 | 1.6 |
| 11 | CCCNC(=O)Cn1cccc1C(=O)c1ccccc1 | -4 | 14 | 5 | -8 | 2 | 1.3 | -5 | 2 | 8 | 17 | 0.0 |
| 12 | Cn1nnc2cc(C(=O)N3CCN(c4ccccn4)CC3)ccc21 | -4 | 7 | -1 | -6 | 0 | 0.4 | 1 | -5 | 8 | -7 | 3.6 |
| 13 | O=C(NCc1ccccc1)C1CC(=O)N(C2CCCCC2)C1 (stereo not given) | -3 | 4 | -2 | -7 | 23 | 0.0 | -5 | -5 | -8 | 318* | -0.2 |
| 14 | Cn1nc(C(C)(C)C)c([N+](=O)[O-])c1C(=O)NC1CCCCC1 | -3 | 0 | -3 | 1 | 11 | 0.5 | -2 | -5 | 2 | -6 | 0.4 |
| 15 | O=C1CCN(Cc2ccc(O)cc2)CCN1CCO | -6 | -3 | 6 | -6 | 1 | 2.4 | -1 | -1 | -20 | 217 | 0.7 |

A portion taken from the entries so far, as a working copy:
| # | mol | NSD2 inh | Rtt109 Vps75 | cardiac RTF act | dFosB act | PfHsp90 set2 | LANA DNA inh | RTF Ca sens inh | Keap1 Nrf2 FP | PvdQ inh | SUMO Mot1 rescue | CDK5 inh |
| --- | --- | --- | --- | --- | --- | --- | --- | --- | --- | --- | --- | --- |
| 1 | Cc1cc(OCc2nnc(SC(C)C(=O)O)n2Cc2ccccc2)ccc1Cl (stereo not given) | -3 | -13 | / | -2 | -8 | -0.2 | / | 0 | -13 | / | 0.6 |
| 2 | Nc1nonc1-n1nnc(C(=O)N/N=C/c2ccc(Br)cc2)c1CN1CCOCC1 | -1 | -1 | -1 | -6 | -6 | -0.8 | -1 | 0 | -5 | -4 | -0.2 |
| 3 | Cn1c(N)c(C(=O)COC(=O)c2ccccc2C(=O)c2ccccc2)c(=O)n(C)c1=O | 0 | 3 | -2 | -7 | -13 | 0.2 | -1 | -7 | -6 | -23 | 0.7 |
| 4 | CCOC(=O)C1(Cc2ccccc2C)CCCN(C(=O)c2ccc(CSC)o2)C1 (stereo not given) | 8 | 8 | 1 | 0 | 12 | -2.7 | -3 | -2 | 1 | -3 | -0.7 |
| 5 | CC(Sc1ncnc2c1cnn2-c1ccccc1)C(=O)Nc1ccc(N2CCOCC2)cc1 (stereo not given) | 36 | 19 | 0 | 5 | 23 | -2.1 | -5 | 1 | 10 | -17 | -0.5 |
| 6 | Cc1c(C(c2cc3c(cc2Br)OCO3)c2c(C)n(C)n(-c3ccccc3)c2=O)c(=O)n(-c2ccccc2)n1C | 0 | 12 | 1 | -3 | 23 | -0.3 | 2 | -4 | -10 | 46 | -0.9 |
| 7 | O=S1(=O)CCOC[C@H](c2ccccc2)N1Cc1cccc(Cl)c1 | / | 6 | -5 | -1 | -4 | -1.3 | -2 | 2 | 43* | -9 | -0.6 |
| 8 | N#CCCN(C(=O)CSc1ccc2c(c1)OCCO2)c1ccc(F)cc1 | 3 | -1 | -3 | 0 | 9 | -0.8 | 6 | -8 | 2 | 160 | 0.3 |
| 9 | Cc1sc2nc(SCC(=O)NCCOCCO)nc(N)c2c1C | -1 | -2 | 2 | 1 | 11 | 0.8 | -1 | 3 | -4 | 325 | 0.5 |
| 10 | O=C(Oc1ccc2c(c1)OCC2=O)c1ccc(Cl)cc1 | 1 | 3 | -5 | 4 | -4 | 0.1 | 2 | -2 | -5 | -15 | 1.6 |
| 11 | CCCNC(=O)Cn1cccc1C(=O)c1ccccc1 | -4 | 14 | 5 | -8 | 2 | 1.3 | -5 | 2 | 8 | 17 | 0.0 |

Further results.
Key to letters – A = NSD2 inh; B = Rtt109 Vps75; C = cardiac RTF act; D = dFosB act; E = PfHsp90 set2; F = LANA DNA inh; G = RTF Ca sens inh; H = Keap1 Nrf2 FP; I = PvdQ inh; J = SUMO Mot1 rescue; K = CDK5 inh
(16) O=C(CN1CCCC1)Nc1c2c(cc3c1CCC3)CCC2
  A: 2 | B: 1 | C: -3 | D: 1 | E: 12 | F: 0.0 | G: 3 | H: -2 | I: 16 | J: -9 | K: 3.1

(17) O=C(c1ccc(Cl)c(Cl)c1)N1CCC(=O)N(C(COCc2cccc(Cl)c2)Cc2ccccc2)CC1 (stereo not given)
  A: / | B: -1 | C: 3 | D: -9 | E: 4 | F: -2.5 | G: 1 | H: -3 | I: -28 | J: -17 | K: -2.6

(18) Clc1ccc2nc(CN3CCCc4ccccc43)cn2c1
  A: 19 | B: -1 | C: 7 | D: -5 | E: -10 | F: 2.4 | G: -11 | H: -5 | I: -9 | J: 7 | K: -1.9

(19) Cc1ccc(NC(=O)NC(=O)COc2c(F)c(F)cc(F)c2F)c(C)c1
  A: 0 | B: -3 | C: -6 | D: -1 | E: 1 | F: -0.8 | G: -5 | H: -6 | I: -2 | J: 10 | K: 1.1

(20) CC(C)c1cc(N2CCC(=O)NC2=O)cc(C(=O)O)c1O
  A: -1 | B: -3 | C: -7 | D: 0 | E: -6 | F: 0.2 | G: 15 | H: 0 | I: 3 | J: 21 | K: -1.5

(21) C=CCN(c1ccccc1)S(=O)(=O)c1cccc2cccnc12
  A: 43 | B: -3 | C: 0 | D: -6 | E: -4 | F: -1.7 | G: 1 | H: -5 | I: -4 | J: -8 | K: -5.0

(22) Cc1cccn2c(=O)c3cc(C(=O)NCCN4CCOCC4)n(C)c3nc12
  A: -3 | B: -62 | C: -1 | D: -7 | E: 29 | F: -0.9 | G: -6 | H: -6 | I: -17 | J: -4 | K: -0.5

(23) COc1cc2[nH]c3c(=O)n4c(nc3c2cc1OC)SCCC4
  A: -6 | B: 3 | C: -6 | D: 3 | E: -38 | F: -0.4 | G: -5 | H: -3 | I: -11 | J: 354 | K: -2.5

Screening results from PubChem.
